Tb PFK block = qHTS Assay to Find Inhibitors of T. brucei phosphofructokinase; T. brucei PFK, ADP-Glo luminescence; Potency, µM (doses to about 57.5 µM), for the others: at the top dose activity, negative = inhibition, actives largely listed as inhibitors; actives 0.17% (n = 330,000); AID 485367, 2010;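 also: potency is read from the fitted curve at half-maximal effect; 0% = uninhibited 1x PFK enzyme wells and -100% = no-enzyme wells; nearly all actives have a fitted effect of over 60% in size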
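In TEA buffer at pH 8.0 with 5 mM MgCl2, enzyme (1.25 nM) converted F6P (0.5 mM) and ATP (0.1 mM) for 45 min at room temperature. ADP product was read by luciferase luminescence.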
Chronic BCR inh = qHTS Assay to Find Inhibitors of Chronic Active B-Cell Receptor Signaling. ABC-DLBCL IkBa-CBG/CBR reporter, luminescence ratio, 4 h. Potency, µM (series often up to 46.1 µM), without a hit: top-dose ratio change, negative = lower green/red ratio, most hits filed as inhibitors. actives 0.05% (n = 340,000); active = well fitted inhibition curve with a large enough effect in the signal ratio, with a control signal flat, not every such curve was filed as active; inconclusive = small, poorly fitted or top-dose-only effect, or effect the other way, or a change in a side signal; the % refers to the signal ratio;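 also: potency is read from the fitted curve at half-maximal effect; plate controls were basal doxycycline-induced cells for no effect and cells given 10 µM MG132 for full effect; MG132 reads +100%, hits lower the ratio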
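Cell line TMD8 (human ABC DLBCL), stably expressing tet-inducible CBG68-IkBa fusion and CBR; IMDM/0.5% FBS; cpd up to 46 uM; dox induction, 4 h, 37C/5% CO2; dual luminescence; green/red ratio; MG132 control.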
TSHR antagonist = Antagonists of the Thyroid Stimulating Hormone Receptor: HTS campaign. actives 0.2% (n = 330,000). AID 504810, 2011. Thyrotropin receptor (Homo sapiens), P16473. activity change, negative = inhibition, % at 11.5 µM. TSHR-expressing cells, TSH-stimulated cAMP HTRF, 2 h; hits give low values;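 active = activity change below a set negative limit, meaning inhibition stronger than a set level, cut at about -70% in these data; inconclusive = activity change between two set negative limits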; also: % is scaled to controls: 0 for no effect and ±100 for the full control effect
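Read-out is FRET at 665 nm (cryptate excitation 337 nm) from a cryptate-tagged anti-cAMP antibody, competed by cell cAMP against cAMP-d2. Compounds are tested on freshly harvested TSHR cells challenged with 4nM TSH (EC80) for 2 hours at 37 deg C.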
Eya2 phos inh = qHTS Assay for Inhibitors of the Phosphatase Activity of Eya2. recombinant Eya2, OMFP fluorescence dephosphorylation (OMFP is methylfluorescein phosphate). Potency, µM (doses to about 76.9 µM), inactives show at the top dose activity, negative = inhibition, actives largely listed as inhibitors. actives 0.006% (n = 330,000). Protein phosphatase EYA2 (Homo sapiens), O00167; also: potency is read from the fitted curve at half-maximal effect; % is scaled to controls: 0 for no effect and ±100 for the full control effect
Target sequence (O00167 whole entry, looked up): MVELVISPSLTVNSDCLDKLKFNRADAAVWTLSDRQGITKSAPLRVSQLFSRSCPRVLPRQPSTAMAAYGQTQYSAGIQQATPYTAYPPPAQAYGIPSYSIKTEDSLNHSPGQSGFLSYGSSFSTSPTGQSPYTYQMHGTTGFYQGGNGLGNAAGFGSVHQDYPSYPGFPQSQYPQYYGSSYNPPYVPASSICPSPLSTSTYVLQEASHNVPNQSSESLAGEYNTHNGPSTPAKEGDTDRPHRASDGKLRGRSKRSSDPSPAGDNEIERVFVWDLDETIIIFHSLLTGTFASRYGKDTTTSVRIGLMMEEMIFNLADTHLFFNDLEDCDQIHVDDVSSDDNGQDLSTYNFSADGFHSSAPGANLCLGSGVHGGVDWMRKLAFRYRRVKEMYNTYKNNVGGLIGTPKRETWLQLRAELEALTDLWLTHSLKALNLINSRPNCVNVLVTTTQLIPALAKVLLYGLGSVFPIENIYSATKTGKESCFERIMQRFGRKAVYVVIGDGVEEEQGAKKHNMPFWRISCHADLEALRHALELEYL
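Eya2 (0.2 uM) preincubated 10 min at ambient with compound, then OMFP substrate added at 50 uM; 10 min reaction in 50 mM HEPES pH 7.5, 50 mM NaCl, 5 uM MgCl2, 0.05% BSA, 1 mM DTT. Fluorescence read at Ex 485/Em 525 nm.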
Mito fusion act = qHTS Assay for Small Molecule Inhibitors of Mitochondrial Division or Activators of Mitochondrial Fusion; AID 485298, 2010; S. cerevisiae fusion-defective mutant growth rescue, CellTiterGlo 48 h; Potency, µM (doses to about 46.1 µM), without a hit: at the top dose growth rescue (activation), hits mostly activators; actives 0.23% (n = 320,000);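 also: potency is read from the fitted curve at half-maximal effect; % of control where 0% means no effect; nearly all actives have a fitted effect of over 45% in size; temperature-sensitive fusion mutants such as fzo1-1 at 37 °C on non-fermentable ethanol glycerol medium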
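Luminescent cell viability in 1536-well qHTS format served as the measure of rescued growth in ts fusion-mutant S. cerevisiae cultured on non-fermentable YPEG for 48 hours at 37C.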
TCR act = Activators of T cell receptors: qHTS campaign. primary human leukocytes, anti-CD3, IL-2 HTRF, 48 h. Potency, µM (titrated, usually from 9.22 µM), inactives show at the highest dose activation of IL-2 secretion, most hits filed as activators. 330,000 tested, under 10 active. AID 504894, 2011; also: % of control where 0% means no effect
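Using a-CD3 beads without co-stimulation, primary human leukocytes were exposed to compounds for 48 hr. An HTRF IL-2 kit measured the cytokine, with europium-to-d2 energy transfer producing emission at 665nm upon 320nm excitation.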
ELG1 repair inh = qHTS screen for small molecules that inhibit ELG1-dependent DNA repair in human embryonic kidney (HEK293T) cells expressing luciferase-tagged ELG1; Potency, µM (top dose mostly 46.1 µM), for the others: top-dose activity change, negative = inhibition, most hits filed as inhibitors; HEK293T ELG1-luciferase reporter, luminescence, 16 h; DNA damage induced by 5-fluorouridine; actives 2.3% (n = 330,000); AID 504467, 2011; also: potency is read from the fitted curve at half-maximal effect; % is scaled to controls: 0 for no effect and ±100 for the full control effect; nearly all actives have a fitted effect of over 55% in size
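Quantitative HTS, concentration-response format. 2,000 cells/well co-treated with 5-fluorouridine and compound, 16 hr in 5% CO2 at 37 °C; ONE-Glo luminescence read after 30 min.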
USP2a inh = qHTS Assay for Inhibitors of Ubiquitin-specific Protease USP2a Using CHOP2 as the Reporter; Ubiquitin carboxyl-terminal hydrolase 2 (Homo sapiens), O75604; USP2 core, Ub-CHOP2 coupled fluorogenic reporter, 485/531; Potency, µM (top dose mostly 38.3 µM), for the others: top-dose activity change, negative = inhibition, actives largely listed as inhibitors; actives 0.01% (n = 330,000); AID 463254, 2010;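 also: potency is read from the fitted curve at half-maximal effect; plate controls were DMSO wells for no effect and full inhibition by NEM control for full effect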
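Deubiquitinase activity read as fluorescence (485/531 nm) after Ub-CHOP2 cleavage activates the enterokinase reporter on its substrate; USP2 core 10nM, Ub-CHOP2 and substrate 25nM each, 30min compound preincubation then 60min RT; data normalized to NEM, curves fitted.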
PTAP TSG101 blk = qHTS Assay for Iinhibitors of HIV-1 Budding by Blocking the Interaction of PTAP/TSG101 | Tumor susceptibility gene 101 protein (Homo sapiens), Q99816 | Fluorescence polarization, FITC-PTAP peptide / Tsg101 binding | Potency, µM (doses to about 115 µM), for the others: at the highest dose activity change, negative = inhibition, actives largely listed as inhibitors | 340,000 tested, under 10 active; active = well fitted inhibition curve with a large enough effect in the main read-out, with a control signal flat, not every such curve was filed as active; inconclusive = small, poorly fitted or top-dose-only effect, or effect the other way, or a change in a side signal; inactive = no such curve, though single readings can be large or run the other way; also: potency is read from the fitted curve at half-maximal effect; % of control where 0% means no effect
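Tsg101 binding domain (10 uM final) was mixed with compound and a FITC-labeled PTAP peptide (50 nM final) in HEPES pH 7.5 buffer with NaCl, Tween 20, EDTA and TCEP; fluorescence polarization was read after 20 min at r.t.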
uPA generation = qHTS for Inhibitors of Cell Surface uPA Generation; Potency, µM (top dose mostly 38.3 µM), without a hit: top-dose activity change, negative = inhibition, most hits filed as inhibitors; actives 0.31% (n = 330,000); cell surface uPA generation assay, qHTS; active = well fitted inhibition curve with a large enough effect; inconclusive = small, poorly fitted or top-dose-only effect; inactive = no such curve, though single readings can be large or run the other way; tested in mouse RAW 264.7 cells; also: potency is read from the fitted curve at half-maximal effect; % is scaled to controls: 0 for no effect and ±100 for the full control effect; nearly all actives have a fitted effect of over 55% in size
B2AR arrestin = qHTS assay of beta-arrestin-biased ligands of beta2-adrenergic receptor | Potency, µM (titrated, usually from 46.1 µM), for inactives: at the top dose activation, actives largely listed as activators | actives 0.02% (n = 330,000) | beta-arrestin recruitment to beta2AR, cell-based reporter | AID 492947, 2010 | Beta-2 adrenergic receptor (Homo sapiens), P07550;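 also: potency is read from the fitted curve at half-maximal effect; 0% = DMSO controls and full agonism = EC100 isoproterenol or metaproterenol; nearly all actives have a fitted effect of over 65% in size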
Target sequence (P07550 whole entry, looked up): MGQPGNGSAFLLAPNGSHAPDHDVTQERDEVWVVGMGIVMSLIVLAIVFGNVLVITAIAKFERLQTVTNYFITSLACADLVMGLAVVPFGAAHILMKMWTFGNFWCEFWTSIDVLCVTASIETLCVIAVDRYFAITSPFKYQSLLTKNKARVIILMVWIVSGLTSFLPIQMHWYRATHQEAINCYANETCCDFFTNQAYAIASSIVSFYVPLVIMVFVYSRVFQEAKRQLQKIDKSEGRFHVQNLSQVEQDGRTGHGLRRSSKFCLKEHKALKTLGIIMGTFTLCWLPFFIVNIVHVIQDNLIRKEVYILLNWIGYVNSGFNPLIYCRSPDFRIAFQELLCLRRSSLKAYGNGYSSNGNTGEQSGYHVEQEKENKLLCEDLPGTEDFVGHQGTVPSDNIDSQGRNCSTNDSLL
* = called active by the depositor; u = inconclusive; x = not tested or not shown; [ ] = another dose, or the depositor's remark. Unless noted, calls follow the shape of the dose curve; as a rule, active = well fitted curve in the direction sought with a large enough effect; inconclusive = small, poorly fitted or top-dose-only effect, or another doubt; inactive = no such curve, though single readings can be large; an effect the other way counts as inactive or inconclusive.

Each structure is followed by: Tb PFK block, Chronic BCR inh, TSHR antagonist, Eya2 phos inh, Mito fusion act, TCR act, ELG1 repair inh, USP2a inh, PTAP TSG101 blk, uPA generation, B2AR arrestin
> CC1=CC(C)C2(COC(c3ccc[n+](C)c3)OC2)C(C)C1 (configuration not stated)
 : -7%, -7%, 20, -1%, -16%, -5%, 6.5µM*, -1%, -9%, -20%, 0.1%
> Cc1ccccc1CS(=O)(=O)CCC(=O)NCCN1CCN(c2cccc(Cl)c2)CC1
 : -2%, -1%, -2, 10%, -4%, 1%, -29%, -2%, -2%, 2%, -0.1%
> CCN=C1SC(C(=O)Nc2cccc(Br)c2)CC(=O)N1CC (configuration not stated)
 : -3%, 0%, 5, -3%, 4%, 0%[46.1 µM], u, 1%, -2%, 2%, -0.5%
> NC1=NC2CS(=O)(=O)CC2S1 (configuration not stated)
 : 0%, 6%, 25, -1%, 0%, -16%[46.1 µM], 19%, 3%, 2%, 1%, 1.6%
> COc1ccc(S(=O)(=O)N(CC(=O)NN=C2CCN(C)CC2)c2ccc(C)cc2)cc1OC
 : 1%, 0%, -12, -3%, -2%, 7%, 23%, 2%, 1%, -3%, -0.2%
> C=CCn1nc([N+](=O)[O-])nc1Sc1cccc2cccnc12
 : -5%, u, -1, 1%, -6%, -4%[46.1 µM], u, 0%, -2%, -9%, u
> Cc1ccc(C(C)C)c(OCCCN2CC(C)OC(C)C2)c1 (configuration not stated)
 : -1%, u, 16, -14%, 4%, 4%, 9%, 0%, 0%, 9%, 0.1%
> CCc1ccccc1N(CC(=O)NC(C)(C)CC)C(=O)CCC(=O)Nc1nccs1
 : -1%, 1%, 2, 4%, 2%, -5%, -5%, -2%, -7%, -8%, 0.3%
> CC(=O)Nc1ccc(S(=O)(=O)N2CCC(C(=O)c3ccc(F)cc3)CC2)cc1
 : 1%, 4%, -23, -3%, 19%, -5%, -17%, -1%, -1%, 2%, -0.1%
> OC(c1cc(C(F)(F)F)nc2c(Cl)cc(Cl)cc12)C1CCCCN1 (configuration not stated)
 : -1%, u, -7, -6%, -54%[inhibitor], -6%, u, 10%, 0%, 2%, -1.2%
> OCCNCc1cc(Br)ccc1OCc1ccc(F)cc1
 : -1%, -1%, -16, -12%, -10%, x, -25%, 1%, -4%, -7%, 0.1%
> COC(=O)c1sc2nc(C)nc(SCC(=O)Nc3sccc3C(N)=O)c2c1C
 : 0%, u, -26, 19%, u, x, u, 0%, 0%, 0%, 0.1%
> CC1(C)Cc2nc3sc4c(=O)n(CC(N)=O)cnc4c3cc2CO1
 : -6%, 4%, -10, 4%, 3%, 2%, u, 6%, -8%, 2%, -0.1%
> COc1cc(OC)c2c(-c3cccc(-c4ccc(C(C)=O)cc4)c3)cc(=O)oc2c1
 : -1%, u, 11, -27%, x, -7%[46.1 µM], -2%, 4%, 0%, u, -0.4%
> O=C(CSc1nc2cc(Cl)ccc2s1)NCC1CCCO1 (configuration not stated)
 : -6%, u, 17, 2%, x, 14%, -1%, -2%, 0%, 5%, 0.3%
> Cc1ccccc1CNC(=O)c1ccccc1N
 : -6%, u, -4, 13%, 0%, 5%, 5%, 3%, 0%, x, -0.6%
> CC(OC(=O)c1nn(C)c(=O)c2ccccc12)C(=O)Nc1ccc(S(N)(=O)=O)cc1 (configuration not stated)
 : -16%, 6%, -1, 0%, -3%, 0%, -3%, 3%, 0%, 0%, -0.1%
> C=CCCCCCCCCC(=O)Nc1ncccn1
 : 5%, u, 4, -2%, 12%, 11%, -12%, 2%, -4%, -3%, 0.1%
> CN(C)CCN(C(=O)c1ccc2ccccc2c1)c1nc2cc3c(cc2s1)OCCO3
 : -2%, -19%, -10, 9%, 0%, 2%, u, 3%, x, -16%, -0.5%

Three compounds from above, limited to Mito fusion act, PTAP TSG101 blk and Eya2 phos inh.
structure | Mito fusion act | PTAP TSG101 blk | Eya2 phos inh
CC(=O)Nc1ccc(S(=O)(=O)N2CCC(C(=O)c3ccc(F)cc3)CC2)cc1 | 19% | -1% | -3%
CCc1ccccc1N(CC(=O)NC(C)(C)CC)C(=O)CCC(=O)Nc1nccs1 | 2% | -7% | 4%
COc1ccc(S(=O)(=O)N(CC(=O)NN=C2CCN(C)CC2)c2ccc(C)cc2)cc1OC | -2% | 1% | -3%

Whole records from above. Values in the order: Tb PFK block, Chronic BCR inh, TSHR antagonist, Eya2 phos inh, Mito fusion act, TCR act, ELG1 repair inh, USP2a inh, PTAP TSG101 blk, uPA generation, B2AR arrestin
`CCN=C1SC(C(=O)Nc2cccc(Br)c2)CC(=O)N1CC` (configuration not stated) across the screens: -3%, 0%, 5, -3%, 4%, 0%[46.1 µM], u, 1%, -2%, 2%, -0.5%
`O=C(CSc1nc2cc(Cl)ccc2s1)NCC1CCCO1` (configuration not stated) across the screens: -6%, u, 17, 2%, x, 14%, -1%, -2%, 0%, 5%, 0.3%
`CCc1ccccc1N(CC(=O)NC(C)(C)CC)C(=O)CCC(=O)Nc1nccs1` across the screens: -1%, 1%, 2, 4%, 2%, -5%, -5%, -2%, -7%, -8%, 0.3%
